High-throughput results from PubChem BioAssay.
SUMO HTRF inh: SUMOylation inhibition; P63279; HTRF SUMOylation assay, SAE1/SAE2 + UBC9, in vitro; inhibition, % at 35 µM; 290,000 compounds, 0.36% hits; in the data active = inhibition above about 50%, passing the limit was not always enough; also: strong numbers were not always called active
Target sequence (P63279 whole entry, looked up): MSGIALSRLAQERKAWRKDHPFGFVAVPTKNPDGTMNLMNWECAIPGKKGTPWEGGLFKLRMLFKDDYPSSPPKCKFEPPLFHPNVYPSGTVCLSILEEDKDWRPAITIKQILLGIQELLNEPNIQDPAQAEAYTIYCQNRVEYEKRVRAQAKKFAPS
MEKK2 mut-MEK5: signal of MEK5 binding to mutant human MEKK2 PB1 domain; percent response, % at 10 µM; bead flow cytometry, Alexa488-MEK5 binding to MEKK2 mutant; AID 1530; 290,000 compounds, 0.35% hits; in the data active = percent response above about 24%, passing the limit was not always enough; also: inactives centre near 1; some results filed as inactive read as strong as hits
VIM-2 inh: blocks Pseudomonas aeruginosa VIM-2 metallo-beta-lactamase; AID 1527; purified VIM-2, nitrocefin hydrolysis, epi-absorbance fluorescence; inhibition, % at 5.6 µM; 290,000 compounds, 0.89% hits;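 active = inhibition above the mean of all tested compounds plus 3 SD, cutoff set per screening run, cut at about 7.5% in these data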;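 also: red hydrolysis product quenches plate fluorescence so inhibitors raise well fluorescence; 0% = enzyme with DMSO and 100% = DMSO without enzyme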
NALP1 yeast inh: blocks the NALP1 inflammasome reconstituted in yeast. S. cerevisiae NALP1/ASC/caspase-1 growth, X-gal OD620, 72 h. inhibition, % at 10 µM. 280,000 compounds, 0.61% hits. AID 2071; in the data active = inhibition mostly above about 24%, no sharp cut-off; inactive = mostly below about 32%; also: some compounds called inactive have numbers as strong as hits
PfM18AAP inh: PfM18AAP enzyme inhibition; AID 1822; 290,000 compounds, 1.2% hits; inhibition, % at 7.35 µM; recombinant PfM18AAP, H-Glu-NHMec fluorogenic cleavage;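 active = inhibition above the campaign mean inhibition over all tested compounds plus 3 SD, cut at about 28% in these data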;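 also: 0% = plate median of test compound wells and 100% = 2 mM ZnCl2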
IMP-1 inhibitor: inhibitors of Pseudomonas aeruginosa IMP-1 metallo-beta-lactamase; 290,000 compounds, 0.45% hits; AID 1556; inhibition, % at 5.6 µM; purified IMP-1, nitrocefin hydrolysis, epi-absorbance fluorescence;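 active = inhibition above the mean plus 3 SD of all compounds in the same screening run, cut at about 4.5% in these data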;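 also: 0% = IMP-1 with DMSO and 100% = DMSO wells lacking enzyme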
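assay system = purified recombinant IMP-1 metallo-beta-lactamase enzyme | schedule = 15 min preincubation plus 25 min reaction at 25 °C | signal = Epi-absorbance fluorescence, 480 nm excitation, 530 nm emission | read-out basis = percent inhibition from optical density relative to buffer-blank wells | controls = IMP-1 with DMSO as 0%, enzyme-free DMSO as 100%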
HCV NS3 hel inh: inhibitors of Hepatitis C virus NS3 helicase; NS3 helicase DNA unwinding, Cy5 molecular beacon fluorescence; 290,000 compounds, 0.56% hits; inhibition, % at 10.9 µM;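 active = inhibition above the mean of all tested compounds plus 3 SD, set per campaign, cut at about 35% in these data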;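 also: 0% = DMSO wells and 100% = thioflavine S control wells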
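Material: hepatitis C virus NS3 helicase domain fragment enzyme; measured by: Cy5 fluorescence, 0 and 60 min reads; control set: DMSO and thioflavine S; incubation: 60 min unwinding reaction at 25 °C after ATP addition; read-out basis: % inhibition from 60/0 min fluorescence ratio, DMSO 0%, thioflavine S 100%; repeats: singlicate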
MEKK2wt PB1 HTS: raises or lowers MEK5 binding to wildtype human MEKK2 PB1 domain; Q9Y2U5; binding response (% of control), % at 10 µM; AID 1531; 290,000 compounds, 1.1% hits; bead flow cytometry, Alexa488-MEK5 binding to MEKK2 WT; actives lie on both sides; in the data active = binding response below about 67% or above about 130%
FID counter: displaces DNA intercalator in HCV helicase counter-screen. inhibition, % at 7.9 µM. DNA fluorescent intercalator displacement, fluorescence. 290,000 compounds, 0.17% hits; in the data active = inhibition above about 37%;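 also: 0% = vehicle and 100% = reference compound; higher means more ethidium bromide displaced from hairpin DNA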
* = called active by the depositor. Rows were taken by chance; about 4.7% have a hit in one of these screens.

How did Cc1cc(C)c2ccc(=S)[nH]c2n1 do in these assays?
SUMO HTRF inh: 2.6; MEKK2 mut-MEK5: -2.0; VIM-2 inh: 2.2; NALP1 yeast inh: 5.9; PfM18AAP inh: 13.9; IMP-1 inhibitor: -3.0; HCV NS3 hel inh: -0.9; MEKK2wt PB1 HTS: 101.0; FID counter: -8.5

How did CC(=O)N1c2ccc(S(=O)(=O)NCCC(=O)NCc3ccc(N(C)C)cc3)cc2CC1C (stereo not drawn) do in these assays?
SUMO HTRF inh: 3.8; MEKK2 mut-MEK5: -1.0; VIM-2 inh: -0.9; NALP1 yeast inh: 6.1; PfM18AAP inh: 9.6; IMP-1 inhibitor: -1.8; HCV NS3 hel inh: -7.0; MEKK2wt PB1 HTS: 98.0; FID counter: -24.9

How did O=C(NN1C(=O)C2C3C=CC(O3)C2C1=O)c1ccccc1 (stereo not drawn) do in these assays?
SUMO HTRF inh: 17.2; MEKK2 mut-MEK5: -4.0; VIM-2 inh: -2.8; NALP1 yeast inh: 13.0; PfM18AAP inh: -1.3; IMP-1 inhibitor: -2.3; HCV NS3 hel inh: -5.5; MEKK2wt PB1 HTS: 100.0; FID counter: -5.0

Results for COc1ccc(CN2CCc3ccccc3C2)c(OC)c1OC ?
SUMO HTRF inh: 2.8; MEKK2 mut-MEK5: 4.0; VIM-2 inh: -0.5; NALP1 yeast inh: 15.7; PfM18AAP inh: 8.0; IMP-1 inhibitor: -1.7; HCV NS3 hel inh: 14.1; MEKK2wt PB1 HTS: 109.0; FID counter: 13.0

How did COc1cccc(NC(=S)N(Cc2cccc(Br)c2)CC2CCC(C(=O)O)CC2)c1 (stereo not drawn) do in these assays?
SUMO HTRF inh: 1.5; MEKK2 mut-MEK5: -5.0; VIM-2 inh: -2.1; NALP1 yeast inh: -0.8; PfM18AAP inh: 9.0; IMP-1 inhibitor: -1.2; HCV NS3 hel inh: 9.2; MEKK2wt PB1 HTS: 91.0; FID counter: -35.8

Results for CSCCC(N=CC1=C(O)CC(C)(C)CC1=O)C(=O)O (stereo not drawn) ?
SUMO HTRF inh: 9.6; MEKK2 mut-MEK5: 12.0; VIM-2 inh: -3.4; NALP1 yeast inh: -2.5; PfM18AAP inh: 3.4; IMP-1 inhibitor: -1.7; HCV NS3 hel inh: -2.1; MEKK2wt PB1 HTS: 103.0; FID counter: -3.0

How did COc1cccc2c(Cl)c(CCCl)c(C)nc12 do in these assays?
SUMO HTRF inh: -6.0; MEKK2 mut-MEK5: 6.0; VIM-2 inh: -0.2; NALP1 yeast inh: -14.1; PfM18AAP inh: 2.9; IMP-1 inhibitor: -1.4; HCV NS3 hel inh: 13.2; MEKK2wt PB1 HTS: 106.0; FID counter: -28.3

Results for c1ccc(NC2=Nc3cccc4cccc2c34)cc1 ?
SUMO HTRF inh: 13.5; MEKK2 mut-MEK5: -2.0; VIM-2 inh: -0.5; NALP1 yeast inh: 12.5; PfM18AAP inh: 5.6; IMP-1 inhibitor: -0.9; HCV NS3 hel inh: -5.7; MEKK2wt PB1 HTS: 99.0; FID counter: 3.4

How did CCC(=O)c1ccc(OCc2ccc(C(=O)c3ccccc3)cc2)cc1 do in these assays?
SUMO HTRF inh: 3.5; MEKK2 mut-MEK5: 4.0; VIM-2 inh: -2.1; NALP1 yeast inh: 20.4; PfM18AAP inh: 0.5; IMP-1 inhibitor: -1.6; HCV NS3 hel inh: 3.2; MEKK2wt PB1 HTS: 105.0; FID counter: -1.5

How did COc1ccc(N2C(=O)c3ccc(NC(C)=O)cc3C2=O)cc1 do in these assays?
SUMO HTRF inh: -10.9; MEKK2 mut-MEK5: 3.0; VIM-2 inh: -3.3; NALP1 yeast inh: -1.2; PfM18AAP inh: 2.7; IMP-1 inhibitor: -3.1; HCV NS3 hel inh: 0.0; MEKK2wt PB1 HTS: 107.0; FID counter: 1.1

What do the screens show for `C/C(=N\NC(=O)c1ccn(C)n1)c1ccc(NC(=O)C2CCCC2)cc1`?
SUMO HTRF inh: 4.5; MEKK2 mut-MEK5: -1.0; VIM-2 inh: -4.2; NALP1 yeast inh: 14.7; PfM18AAP inh: -0.7; IMP-1 inhibitor: -2.9; HCV NS3 hel inh: 6.4; MEKK2wt PB1 HTS: 96.0; FID counter: 2.9

Results for CCCC(=O)Nc1ccc2c(c1)nc(CN1CCN(C(C)=O)CC1)n2C ?
SUMO HTRF inh: -2.8; MEKK2 mut-MEK5: -3.0; VIM-2 inh: -2.2; NALP1 yeast inh: -1.1; PfM18AAP inh: -4.3; IMP-1 inhibitor: -2.2; HCV NS3 hel inh: 1.9; MEKK2wt PB1 HTS: 101.0; FID counter: 0.1

What do the screens show for `Cc1ccc(-n2c(-c3ccccc3)n[nH]c2=S)c(C)c1`?
SUMO HTRF inh: 3.8; MEKK2 mut-MEK5: 1.0; VIM-2 inh: -1.5; NALP1 yeast inh: 5.5; PfM18AAP inh: 13.4; IMP-1 inhibitor: -4.3; HCV NS3 hel inh: 0.2; MEKK2wt PB1 HTS: 105.0; FID counter: -18.7

Results for CC(=O)c1ccc(NC(=O)C2CCCN2S(=O)(=O)c2ccc(F)cc2)cc1 (stereo not drawn) ?
SUMO HTRF inh: 28.9; MEKK2 mut-MEK5: -2.0; VIM-2 inh: -0.1; NALP1 yeast inh: 12.7; PfM18AAP inh: -6.2; IMP-1 inhibitor: -3.9; HCV NS3 hel inh: -3.7; MEKK2wt PB1 HTS: 93.0; FID counter: -2.9

How did COc1ccc(-n2nc3cc(C)c(NC(=O)c4cccnc4)cc3n2)cc1 do in these assays?
SUMO HTRF inh: 0.1; MEKK2 mut-MEK5: 3.0; VIM-2 inh: -1.2; NALP1 yeast inh: 10.2; PfM18AAP inh: -1.9; IMP-1 inhibitor: -0.2; HCV NS3 hel inh: -5.1; MEKK2wt PB1 HTS: 106.0; FID counter: 1.3

Results for COc1ccc(CNc2nc(-c3cccnc3)nn2C(=O)C(C)C)cc1 ?
SUMO HTRF inh: 17.8; MEKK2 mut-MEK5: -1.0; VIM-2 inh: -2.1; NALP1 yeast inh: -7.5; PfM18AAP inh: -1.4; IMP-1 inhibitor: -1.5; HCV NS3 hel inh: 6.8; MEKK2wt PB1 HTS: 97.0; FID counter: -3.4

Results for COc1ccc(-n2c(Cc3cc(=O)[nH]c(=O)[nH]3)nnc2SCC(=O)N2CCC(C)CC2)cc1 ?
SUMO HTRF inh: 20.0; MEKK2 mut-MEK5: 4.0; VIM-2 inh: -4.2; NALP1 yeast inh: -4.2; PfM18AAP inh: 7.0; IMP-1 inhibitor: -2.8; HCV NS3 hel inh: 6.9; MEKK2wt PB1 HTS: 100.0; FID counter: -27.4

How did O=S1(=O)CCC(NC(=S)N2CCCCC2)C1 (stereo not drawn) do in these assays?
SUMO HTRF inh: -4.8; MEKK2 mut-MEK5: -3.0; VIM-2 inh: -1.4; NALP1 yeast inh: 21.9; PfM18AAP inh: -4.2; IMP-1 inhibitor: -0.6; HCV NS3 hel inh: 12.5; MEKK2wt PB1 HTS: 93.0; FID counter: 0.1

What do the screens show for `FC(F)Sc1ccc(N=C2NN=C(c3ccc4c(c3)OCCO4)CS2)cc1`?
SUMO HTRF inh: -6.8; MEKK2 mut-MEK5: -1.0; VIM-2 inh: -1.9; NALP1 yeast inh: 13.1; PfM18AAP inh: 6.4; IMP-1 inhibitor: 3.4; HCV NS3 hel inh: -0.8; MEKK2wt PB1 HTS: 103.0; FID counter: -1.1

What do the screens show for `Cc1ccccc1C(=O)NNC(=O)C12CC3CC(CC(C3)C1)C2`?
SUMO HTRF inh: 18.3; MEKK2 mut-MEK5: 2.0; VIM-2 inh: -2.7; NALP1 yeast inh: -1.9; PfM18AAP inh: 1.2; IMP-1 inhibitor: -0.5; HCV NS3 hel inh: 0.7; MEKK2wt PB1 HTS: 86.0; FID counter: 7.8

What do the screens show for `CC(C)n1cc(C(=O)NC2CC(C)(C)Cc3c2cnn3-c2ccccc2)cn1` (stereo not drawn)?
SUMO HTRF inh: 1.7; MEKK2 mut-MEK5: 2.0; VIM-2 inh: -2.4; NALP1 yeast inh: 5.1; PfM18AAP inh: 1.9; IMP-1 inhibitor: -0.6; HCV NS3 hel inh: 1.4; MEKK2wt PB1 HTS: 99.0; FID counter: -44.7

What do the screens show for `O=C(NCc1cccnc1)C1CCC(c2ccc(Cl)cc2)CC1` (stereo not drawn)?
SUMO HTRF inh: 14.4; MEKK2 mut-MEK5: 1.0; VIM-2 inh: -2.1; NALP1 yeast inh: 3.4; PfM18AAP inh: -6.7; IMP-1 inhibitor: -2.8; HCV NS3 hel inh: -10.0; MEKK2wt PB1 HTS: 101.0; FID counter: -13.2

Results for Cc1cccc(-c2nc3ccccc3c(=O)n2NC(=O)/C=C/c2ccc([N+](=O)[O-])cc2)c1 ?
SUMO HTRF inh: 5.3; MEKK2 mut-MEK5: 0.0; VIM-2 inh: -5.1; NALP1 yeast inh: 13.0; PfM18AAP inh: 0.5; IMP-1 inhibitor: -1.9; HCV NS3 hel inh: -2.7; MEKK2wt PB1 HTS: 96.0; FID counter: -4.5

What do the screens show for `Nn1c(CSc2ccccn2)nc2ccccc2c1=O`?
SUMO HTRF inh: 9.7; MEKK2 mut-MEK5: -1.0; VIM-2 inh: -1.5; NALP1 yeast inh: -4.2; PfM18AAP inh: 8.3; IMP-1 inhibitor: -3.1; HCV NS3 hel inh: -10.8; MEKK2wt PB1 HTS: 105.0; FID counter: -8.0

What do the screens show for `O=C(N/N=C/c1cc([N+](=O)[O-])ccc1O)c1c[nH]c2ccccc12`?
SUMO HTRF inh: 6.0; MEKK2 mut-MEK5: 1.0; VIM-2 inh: -5.9; PfM18AAP inh: 0.1; IMP-1 inhibitor: -4.6; HCV NS3 hel inh: -0.1; MEKK2wt PB1 HTS: 104.0; FID counter: -3.4

How did Cc1cc(NC(=O)C(C)C)ncc1NC(=O)c1ccccn1 do in these assays?
SUMO HTRF inh: 2.9; MEKK2 mut-MEK5: -4.0; VIM-2 inh: -1.6; NALP1 yeast inh: -108.2; PfM18AAP inh: -14.4; IMP-1 inhibitor: -0.7; HCV NS3 hel inh: -13.6; MEKK2wt PB1 HTS: 95.0; FID counter: -4.4

Three structures out of the list, sorted by heavy-atom count, rising:
What do the screens show for `Nn1c(CSc2ccccn2)nc2ccccc2c1=O`?
SUMO HTRF inh: 9.7; MEKK2 mut-MEK5: -1.0; VIM-2 inh: -1.5; NALP1 yeast inh: -4.2; PfM18AAP inh: 8.3; IMP-1 inhibitor: -3.1; HCV NS3 hel inh: -10.8; MEKK2wt PB1 HTS: 105.0; FID counter: -8.0

What do the screens show for `O=C(NCc1cccnc1)C1CCC(c2ccc(Cl)cc2)CC1` (stereo not drawn)?
SUMO HTRF inh: 14.4; MEKK2 mut-MEK5: 1.0; VIM-2 inh: -2.1; NALP1 yeast inh: 3.4; PfM18AAP inh: -6.7; IMP-1 inhibitor: -2.8; HCV NS3 hel inh: -10.0; MEKK2wt PB1 HTS: 101.0; FID counter: -13.2

Results for Cc1cccc(-c2nc3ccccc3c(=O)n2NC(=O)/C=C/c2ccc([N+](=O)[O-])cc2)c1 ?
SUMO HTRF inh: 5.3; MEKK2 mut-MEK5: 0.0; VIM-2 inh: -5.1; NALP1 yeast inh: 13.0; PfM18AAP inh: 0.5; IMP-1 inhibitor: -1.9; HCV NS3 hel inh: -2.7; MEKK2wt PB1 HTS: 96.0; FID counter: -4.5
